MOR-DOR inv ag: inverse agonists of MOR-DOR heterodimerization, primary screen, cell-based, luminescence; cell-based MOR-DOR heterodimer luminescence, inverse agonism; inhibition, % at 9.3 µM; 340,000 compounds, 0.21% hits; AID 504357, 2011; in the data active = inhibition above about 22%, passing the limit was not always enough;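 also: 0% = cells with DMSO and 100% = wells without cells with DMSO; values of inactives mirror those of a sister screen read the other way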
phage Ecoli inh: growth loss of phage-infected E. coli, primary screen, RecBCD inhibitor project, absorbance, with phage, HTS. inhibition, % at 11.9 µM. 360,000 compounds, 0.26% hits. AID 651602, 2012; in the data active = inhibition above about 11%
Ecoli viability: E. coli V3065 growth inhibition, primary screen, counter-screen for AddAB inhibitor project, absorbance, OD600 | 18 h | inhibition, % at 11.9 µM | 330,000 compounds, 0.27% hits;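 active = inhibition above the campaign's mean inhibition across all tested compounds plus 3 SD, cut at about 9.9% in these data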;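 also: uninfected addAB+ strain grown without phage in ampicillin broth; 0% = DMSO wells and 100% = ciprofloxacin 0.95 µg/ml wells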
PKA-R1A act: activators of PKA-R1A holoenzyme, primary screen, biochemical, fluorescence polarization, Cy5-IP20, bovine R1A, mouse PKAc; cAMP-dependent protein kinase type I-alpha regulatory subunit (Bos taurus) + …; PKA-R1A dissociation; scaled: DMSO 0%, 113 µM cGMP 100%; activation, % at 11.4 µM; 340,000 compounds, 0.083% hits;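 active = percent activation above the mean of all tested compounds plus 3 SD, cut at about 19% in these data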;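 also: higher means more PKAc released from R1A so a rise in polarization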
Pemphigus Ab inh: inhibitors of pemphigus antibody binding to DSG3, primary screen, biochemical, bead-based, flow cytometry, scFv-GFP; Desmoglein-3 (Homo sapiens), P32926; 310,000 compounds, 0.48% hits; DSG3-coupled beads, scFv-anti-DSG3-GFP binding; active compounds read low; binding (percent of control), % at 10 µM;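 active = binding more than 3 SD below its plate's average and above zero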;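 also: hits lower antibody fragment binding to DSG3; some compounds called inactive have numbers as strong as hits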
Target sequence (P32926 whole entry, looked up, the tested form may be a part): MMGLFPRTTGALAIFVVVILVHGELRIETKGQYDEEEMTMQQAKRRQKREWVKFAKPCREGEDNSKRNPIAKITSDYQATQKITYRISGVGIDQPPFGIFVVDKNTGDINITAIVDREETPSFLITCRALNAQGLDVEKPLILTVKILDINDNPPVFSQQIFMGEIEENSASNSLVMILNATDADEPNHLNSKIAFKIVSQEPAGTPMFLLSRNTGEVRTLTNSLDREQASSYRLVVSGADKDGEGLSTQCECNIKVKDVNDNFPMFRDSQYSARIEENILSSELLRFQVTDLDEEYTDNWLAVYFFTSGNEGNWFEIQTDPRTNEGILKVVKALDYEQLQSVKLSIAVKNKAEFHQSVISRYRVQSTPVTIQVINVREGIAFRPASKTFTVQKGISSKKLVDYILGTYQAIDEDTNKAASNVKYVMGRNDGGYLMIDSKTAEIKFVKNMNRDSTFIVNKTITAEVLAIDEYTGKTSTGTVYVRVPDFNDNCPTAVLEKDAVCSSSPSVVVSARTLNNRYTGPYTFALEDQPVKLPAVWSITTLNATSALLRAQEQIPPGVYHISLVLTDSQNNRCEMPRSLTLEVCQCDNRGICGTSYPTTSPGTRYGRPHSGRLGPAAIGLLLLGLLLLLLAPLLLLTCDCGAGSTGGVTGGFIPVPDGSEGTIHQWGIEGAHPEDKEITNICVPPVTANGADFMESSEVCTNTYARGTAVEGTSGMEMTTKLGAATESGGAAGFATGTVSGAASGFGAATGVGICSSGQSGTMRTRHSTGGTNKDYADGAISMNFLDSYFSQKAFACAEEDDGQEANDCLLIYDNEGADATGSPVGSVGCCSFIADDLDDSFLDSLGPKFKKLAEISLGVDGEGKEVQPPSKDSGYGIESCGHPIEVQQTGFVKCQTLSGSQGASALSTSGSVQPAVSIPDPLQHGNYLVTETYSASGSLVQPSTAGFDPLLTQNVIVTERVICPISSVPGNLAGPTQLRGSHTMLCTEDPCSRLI
HTR5A inv ctr: HTR5A inverse agonists in luminescence cell assay, primary screen, counter-screen for OPRM1-OPRD1 heterodimer inverse agonist project, full-deck HTS; inhibition, % at 9.3 µM; HTR5A cell line, inverse agonism; 5-hydroxytryptamine receptor 5A (Homo sapiens), P47898; 340,000 compounds, 0.083% hits; in the data active = inhibition mostly above about 23%, no sharp cut-off; inactive = mostly below about 18%;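 also: 0% = cells with DMSO and 100% = no-cell wells with DMSO; some compounds called inactive have numbers as strong as hits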
SUMO Mot1 rescue: yeast Mot1-301 growth rescue at high temperature, primary screen, SUMOylation pathway inhibitor project, S. cerevisiae, ATP luminescence, 38.5C | S. cerevisiae Mot1-301 growth rescue; percent above DMSO median, 100 means doubled | growth rescue, % at 18.8 µM | 320,000 compounds, 1% hits | AID 2716, 2010;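 active = every valid replicate shows activation above 250% relative to neutral control wells; inactive = the rest, any valid replicate at or below 250%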;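 also: OY570 slx delta 5 strain wells were the positive control but not used for scaling; some compounds called inactive have numbers as strong as hits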
PfHsp90 set2: growth inhibition of PfHsp90-expressing yeast, primary screen, antimalarial PfHsp90 inhibitor project, S. cerevisiae, BacTiter-Glo luminescence, single point, set 2 | BacTiter-Glo ATP, 48 h; yeast lacking PDR1 and PDR3 efflux regulators | inhibition, % at 9.4 µM | 310,000 compounds, 0.32% hits;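 active = every replicate shows inhibition above about 80%, whatever the replicate mean, limit read from the data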;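 also: 0% = DMSO neutral controls and 100% = 20 µM radicicol positive controls; yeast relying on Plasmodium falciparum Hsp90 in place of its own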
AddAB inh: growth inhibition of E. coli expressing H. pylori AddAB, primary screen, AddAB inhibitor project, absorbance | AID 435030, 2010 | 330,000 compounds, 0.29% hits | inhibition, % at 11.9 µM; in the data active = inhibition above about 12%;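 also: 0% = vehicle wells of infected cells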
MOR-DOR ag: agonists of OPRM1-OPRD1 heterodimerization, primary screen, cell-based, luminescence; Mu-type opioid receptor (Homo sapiens) + Delta-type opioid receptor (Homo sapiens), …; cells; activation, % at 9.3 µM; 340,000 compounds, 0.3% hits; AID 504326, 2011; in the data active = activation above about 18%;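 also: 0% = vehicle-treated cells and 100% = reference agonist; values of inactives mirror those of a sister screen read the other way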
HTR5A ag: HTR5A agonists in luminescence cell assay, primary screen, counter-screen for OPRM1-OPRD1 heterodimer agonist project, full-deck HTS. 5-hydroxytryptamine receptor 5A (Homo sapiens), P47898. cell-based. activation, % at 9.3 µM. 340,000 compounds, 0.61% hits. AID 504692, 2011; in the data active = activation mostly above about 9.5%, no sharp cut-off; inactive = mostly below about 7.6%;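 also: 0% = cells with vehicle only and 100% = reference agonist; strong numbers were not always called active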
Numbers without * were called inactive; . = no result given; + = active, no number.

[1] CC(C)c1ccc2[nH]c(O)c(N=NC(=O)c3cccc(S(=O)(=O)Nc4ccc(Cl)cc4)c3)c2c1
[2] CCOC(=O)c1cnc2c(c(C)nn2-c2ccc(C)cc2)c1Cl
[3] CC[C@]12c3[nH]c4cc(-c5ccco5)ccc4c3CCN1C(=O)[C@@H](CC(=O)NC(C)(C)C)C[C@@H]2C(=O)N1CCN(C(=O)c2ccco2)CC1
[4] COc1ccc(CCN(C)C(=O)c2cc(S(=O)(=O)N3CCCCC3)ccc2Cl)cc1OC
[5] C=CCNC(=O)C1CCCN(S(=O)(=O)c2ccc(-n3cnnn3)cc2)C1 (configuration not stated)
[6] O=[N+]([O-])c1cnc2nc(-c3ccncc3)nn2c1O
[7] COc1ccc(C(=O)N2CCC(C(=O)Nc3ccccc3OC)CC2)cc1
[8] COc1cccc(C(=O)NCCS(=O)(=O)N2CCC(C)CC2)c1

screen / no.,1,2,3,4,5,6,7,8
MOR-DOR inv ag,12,4,6,19,5,0,6,11
phage Ecoli inh,4.6,0.2,-0.9,-0.2,-0.3,1.8,3.1,1.5
Ecoli viability,1.5,.,-2.0,0.3,-0.3,-0.9,-2.6,-0.3
PKA-R1A act,-5,-2,-3,-6,-10,-3,-1,-2
Pemphigus Ab inh,.,94,96,100,105,105,103,123
HTR5A inv ctr,9,-8,3,-11,-12,-22,-4,10
SUMO Mot1 rescue,85,.,.,-4,-10,-10,-11,-3
PfHsp90 set2,-2,-15,-8,.,-10,20,6,-32
AddAB inh,0.7,.,-2.3,1.9,0.4,5.7,2.3,2.9
MOR-DOR ag,-2.5,-0.7,-1.3,-3.5,-0.8,0.1,-1.1,-2.0
HTR5A ag,-3,2,-1,5,4,1,2,-4

[9] CCCN1CCC(=O)N([C@H](CSc2ccc(OC)cc2)Cc2ccccc2)CC1
[10] Cc1ccc(CN2CCN(Cc3ccccn3)CC2CCO)cc1 (configuration not stated)
[11] Cc1cccc(C)c1NC(=O)COC(=O)c1ccccc1[N+](=O)[O-]
[12] COc1ccc(-c2cc(C(=O)Nc3cc(C)n(Cc4ccc(Cl)cc4)n3)no2)cc1OC
[13] CCC(NC(=O)c1ccccc1NC(=O)C(C)(C)C)C(=O)N1CCCC1 (configuration not stated)
[14] CC(C)Oc1ccc(C(=O)Nc2nc3ccccc3[nH]2)cc1
[15] CCCCCC(=O)Nc1nnn(CCC)n1
[16] Cc1ccc(NP(=O)(c2ccc(N(C)C)cc2NC(=O)c2cccs2)N2CCOCC2)cc1Cl (configuration not stated)

screen / no.,9,10,11,12,13,14,15,16
MOR-DOR inv ag,-16,-1,2,-39,-8,-12,11,2
phage Ecoli inh,0.5,3.7,-0.9,.,-0.2,0.2,1.2,2.4
Ecoli viability,-1.7,-2.7,0.8,-0.1,0.4,-2.7,1.0,-1.4
PKA-R1A act,-1,1,-6,-7,2,-5,-4,-6
Pemphigus Ab inh,110,102,101,107,.,95,101,85*
HTR5A inv ctr,-32,-5,-15,-13,9,-9,9,-6
SUMO Mot1 rescue,37,-5,11,-17,181,-44,+,-6
PfHsp90 set2,3,5,4,-8,-5,52,10,-3
AddAB inh,2.2,-0.2,3.9,-0.8,2.9,-1.7,2.6,1.9
MOR-DOR ag,2.7,0.1,-0.2,7.7,1.1,2.2,-2.1,-0.4
HTR5A ag,11,1,5,9,-3,4,2,2

Another view of 2 compounds above.
cpd	canonical_smiles	MOR-DOR inv ag	phage Ecoli inh	Ecoli viability	PKA-R1A act	Pemphigus Ab inh	HTR5A inv ctr	SUMO Mot1 rescue	PfHsp90 set2	AddAB inh	MOR-DOR ag	HTR5A ag
5	C=CCNC(=O)C1CCCN(S(=O)(=O)c2ccc(-n3cnnn3)cc2)C1 (configuration not stated)	5	-0.3	-0.3	-10	105	-12	-10	-10	0.4	-0.8	4
6	O=[N+]([O-])c1cnc2nc(-c3ccncc3)nn2c1O	0	1.8	-0.9	-3	105	-22	-10	20	5.7	0.1	1

Additional entries follow:
[17] CC(C)N(Cc1ccccc1)C(=O)CCS(=O)(=O)c1ccc2c(c1)oc(=O)n2C
[18] CCOC(=O)c1[nH]c(C)c(C(=O)NCC2CCCO2)c1C (configuration not stated)
[19] CCOC(=O)C1=C(N)N2C(=O)C(C)SC2=C(C(=O)OC)C1c1cccc(OC)c1 (configuration not stated)
[20] COc1ccc(C(=O)C2CCCN(C(=O)c3cnsn3)C2)c(C)c1 (configuration not stated)
[21] CCc1ccc([C@@H]2CC=C(C(=O)O)[C@H](c3ccccc3)N2S(=O)(=O)c2ccc(C)cc2)cc1
[22] CCOc1ccc(-c2c(C(=O)N/N=C(\C)c3cccs3)nnn2-c2nonc2N)cc1
[23] CCC(CC)n1[nH]c(=O)c2c(C)cc(C)nc21
[24] O=C1c2cccc3cccc(c23)C(=O)N1c1nncs1

screen / no.,17,18,19,20,21,22,23,24
MOR-DOR inv ag,-4,8,-6,5,1,-9,0,3
phage Ecoli inh,4.0,0.0,0.3,2.5,2.7,1.4,1.1,4.2
Ecoli viability,-2.3,1.3,0.3,-0.1,0.8,3.4,1.8,-0.6
PKA-R1A act,-10,0,6,-17,-5,-5,7,6
Pemphigus Ab inh,99,.,111,105,100,93,102,117
HTR5A inv ctr,-16,-9,2,16,-2,22,5,16
SUMO Mot1 rescue,-5,-9,3,.,-12,8,8,.
PfHsp90 set2,5,6,17,-2,-17,8,20,-104
AddAB inh,4.6,3.6,4.8,-1.3,-0.5,5.4,-0.5,1.9
MOR-DOR ag,0.7,-1.5,1.2,-1.1,-0.2,1.6,0.0,-0.5
HTR5A ag,4,3,-1,2,-1,-1,-2,0

[25] Cc1ccc(OCC(=O)N2CCc3ccccc32)cc1
[26] COc1cc(/C=C2/SC(=NCc3ccccc3)N(Cc3ccccc3)C2=O)ccc1O
[27] CCCn1c(=O)c2ccccc2n2c(SCCOc3ccc(C)cc3)nnc12
[28] CCC1CCCCN1S(=O)(=O)c1ccc(C(=O)Nc2nnc(-c3cccs3)o2)cc1 (configuration not stated)
[29] O=C(Oc1ccc2ccc(O)cc2c1)C1CCCCC1
[30] CCOc1ccc(OCc2cccc(C(=O)N3CCOCC3)c2)cc1
[31] CCc1nn(CCCC(=O)Nc2ccc(C)c(C)c2)c(=O)c2cc3occc3n12
[32] CSc1cccc(CN2CCN(Cc3ccc(F)c(F)c3)C(CCO)C2)c1 (configuration not stated)

screen / no.,25,26,27,28,29,30,31,32
MOR-DOR inv ag,10,4,-12,2,.,17,4,-26
phage Ecoli inh,2.9,1.4,1.6,.,3.8,0.3,-1.3,0.5
Ecoli viability,0.7,1.8,-1.6,-3.1,1.9,-1.8,-3.3,-0.6
PKA-R1A act,8,-9,-5,-11,.,-3,-13,-12
Pemphigus Ab inh,90,101,90,91,93,128,103,99
HTR5A inv ctr,8,23,3,3,.,-17,-2,8
SUMO Mot1 rescue,-5,.,-1,-7,2,125,1,6
PfHsp90 set2,5,-24,2,-27,3,-2,7,6
AddAB inh,-1.7,1.6,0.5,-3.3,3.0,1.5,0.1,1.9
MOR-DOR ag,-2.1,-0.8,1.9,-0.3,.,-3.8,-0.8,4.5
HTR5A ag,-3,-9,-1,4,.,0,0,-3

[33] Cc1ccc(NC(=O)C2=CC(c3cccs3)=NS(=O)(=O)N2C)cc1
[34] CCc1c(C)nc(SCC(=O)Nc2ccc3c(c2)OCCO3)[nH]c1=O
[35] Cc1ccnc(N2CCCC(C(=O)NCc3cccs3)C2)n1 (configuration not stated)
[36] CC(=O)NC(CC(=O)NNC(=O)COc1c(C)cccc1C)c1ccccc1 (configuration not stated)
[37] COc1ccc(-c2nnn(Cc3ccccc3F)n2)cc1
[38] O=C(COC(=O)c1ccc(F)c(S(=O)(=O)N2CCCCC2)c1)NCc1ccc(F)cc1
[39] COC(=O)C1=C(C)N(c2ccc(S(N)(=O)=O)cc2)C(=O)C1
[40] CN1C2CCC1CC(NC(=O)c1cc(S(=O)(=O)N(C)C)c(Cl)cc1Cl)C2 (configuration not stated)

screen / no.,33,34,35,36,37,38,39,40
MOR-DOR inv ag,-10,1,13,10,-14,9,-2,7
phage Ecoli inh,2.5,3.8,0.6,0.8,2.0,1.8,2.3,2.3
Ecoli viability,-1.5,0.3,-0.7,-0.4,1.3,-1.5,-3.0,0.2
PKA-R1A act,-8,2,-6,-6,-8,1,-4,5
Pemphigus Ab inh,107,102,96,.,107,98,111,98
HTR5A inv ctr,3,4,-18,20,-28,-15,-16,2
SUMO Mot1 rescue,-6,4,4,-14,429,-9,46,-15
PfHsp90 set2,1,-28,10,3,-14,-5,-3,-54
AddAB inh,0.0,4.9,1.7,-0.9,4.7,2.7,0.8,1.4
MOR-DOR ag,1.7,-0.2,-2.0,-2.1,2.8,-1.8,0.4,-1.6
HTR5A ag,-1,-2,-1,-5,11,1,0,-1

[41] Cc1cccc(N2CCN(C(=O)C3COc4ccccc4O3)CC2)c1C (configuration not stated)
[42] C=C1CC2(OC1=O)c1ccccc1CCc1ccccc12
[43] COC(=O)Nc1[nH]ncc1[N+](=O)[O-]
[44] COc1cccc(NC(=O)NCc2ccc(F)cc2)c1
[45] Cn1c2c(c(=O)n(C)c1=O)C(c1ccccc1F)C(C#N)=C(N)O2 (configuration not stated)
[46] O=C(/C=C/c1ccccc1)c1cc(Br)ccc(=O)c1O
[47] Cc1cccc(N2CCN(Cc3nc(-c4ccc(F)cc4F)oc3C)CC2)n1
[48] O=S(=O)(Cc1ccccc1Cl)N1CCCC1
[49] COC(=O)C(NS(=O)(=O)c1ccc(F)cc1)c1ccccc1 (configuration not stated)
[50] COc1ccc(S(=O)(=O)N2CCC(C(=O)NCCc3ccccc3)CC2)cc1OC

screen / no.,41,42,43,44,45,46,47,48,49,50
MOR-DOR inv ag,-31,13,-7,11,21,-25,-8,-3,-1,11
phage Ecoli inh,4.7,2.5,1.4,2.0,4.1,27*,0.3,4.3,3.6,2.2
Ecoli viability,-1.9,.,0.3,-0.3,-1.2,10*,0.2,-0.4,-1.1,2.3
PKA-R1A act,7,-4,-3,-2,-18,8,-12,-6,-6,1
Pemphigus Ab inh,99,90,115,84,100,100,119,105,108,103
HTR5A inv ctr,7,-3,-11,10,1,-38,1,-2,-23,-12
SUMO Mot1 rescue,104,.,-2,229,5,-21,27,-9,10,-15
PfHsp90 set2,53,-61,.,12,9,82*,.,16,6,1
AddAB inh,-1.0,.,0.3,-0.8,-1.8,8.9,0.2,-1.2,0.0,1.8
MOR-DOR ag,6.0,-3.1,1.4,-2.2,-3.6,4.6,1.6,0.5,0.2,-1.9
HTR5A ag,-3,1,2,3,0,14,0,1,8,-3
